Assay outcomes as filed in PubChem BioAssay.
ASM inhibitor = inhibitors of human secretory acid sphingomyelinase | P17405 | placental ASM, HMU-PC fluorogenic substrate, 60 min | Potency, µM (titrated, usually from 57.5 µM), without a hit: top-dose activity change, negative = inhibition, actives largely listed as inhibitors | hit rate 0.006% among 340,000 | AID 504937; also: potency is read from the fitted curve at half-maximal effect
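Fluorescence read-out (Ex 386 nm, Em 447 nm) after stopping the reaction at pH 10. Enzyme: ASM from human placenta; substrate HMU-PC0, 9 uM final; 60 min, 37 °C. Compound preincubation 10 min, ambient temperature.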
MBNL1-CUG inh = inhibitors of human MBNL1 binding to CUG repeat RNA; Potency, µM (titrated, usually from 57.5 µM), without a hit: at the top dose activity change, negative = inhibition, actives largely listed as inhibitors; hit rate 0.036% among 280,000; Q9NR56; AID 2675; TR-FRET MBNL1-His/biotin-(CUG)12 binding, 665/545 ratio; active = well fitted inhibition curve with a large enough effect in the signal ratio, with a control signal flat, not every such curve was filed as active; inconclusive = small, poorly fitted or top-dose-only effect, or effect the other way, or a change in a side signal; inactive = no such curve, though single readings can be large or run the other way; the % refers to the signal ratio; also: potency is read from the fitted curve at half-maximal effect; % is scaled to controls: 0 for no effect and ±100 for the full control effect
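Compound titration spanned 92 nM–58 uM against the MBNL1-His/biotin-(CUG)12 complex. After 60 min at room temperature with 5 nM streptavidin-XL665 and 0.055 ng/ul terbium anti-His, ratiometric 665/545 nm emission (Ex 340 nm) normalized to controls.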
PTAP TSG101 blk = blocks PTAP/TSG101 interaction to inhibit HIV-1 budding; 340,000 tested, under 10 active; AID 493005; Fluorescence polarization, FITC-PTAP peptide / Tsg101 binding; Potency, µM (doses to about 115 µM), without a hit: at the top dose activity change, negative = inhibition, usual class: inhibitors; Q99816; active = well fitted inhibition curve with a large enough effect in the main read-out, with a control signal flat, not every such curve was filed as active; inconclusive = small, poorly fitted or top-dose-only effect, or effect the other way, or a change in a side signal; inactive = no such curve, though single readings can be large or run the other way; also: potency is read from the fitted curve at half-maximal effect; % of control where 0% means no effect
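FP read-out: FITC-PTAP peptide, 50 nM final, binding Tsg101 binding domain, 10 uM final; 20 min, r.t.; 10 mM HEPES pH 7.5, 0.15 M NaCl, 0.01% Tween 20, 3 mM EDTA, 0.1 mM TCEP.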
TSHR antagonist = antagonists of human thyroid stimulating hormone receptor. P16473. TSHR-expressing cells, TSH-stimulated cAMP HTRF, 2 h; stronger effect = lower value. activity change, negative = inhibition, % at 11.5 µM. hit rate 0.2% among 330,000;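 active = activity change below a set negative limit, meaning inhibition stronger than a set level, cut at about -70% in these data; inconclusive = activity change between two set negative limits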; also: % is scaled to controls: 0 for no effect and ±100 for the full control effect
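Competitive HTRF cAMP read-out (cryptate anti-cAMP antibody, cAMP-d2; 30 min, room temperature) in freshly harvested TSHR cells. Compounds added before TSH at EC80 (4nM final), followed by 2 hours' incubation at 37 deg C.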
TCR act = T cell receptor activation; 330,000 tested, under 10 active; Potency, µM (highest dose often 9.22 µM), without a hit: at the top dose activation of IL-2 secretion, usual class: activators; primary human leukocytes, anti-CD3, IL-2 HTRF, 48 h; AID 504894; also: % of control where 0% means no effect
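Primary human leukocytes incubated 48 hr with anti-CD3 beads plus compound, without co-stimulation. Secreted IL-2 measured by HTRF (europium cryptate/d2 anti-IL-2 pair, 320 nm excitation, 665 nm emission).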
AT treatment = potential ataxia-telangiectasia treatment. Potency, µM (titrated, usually from 57.5 µM), for inactives: at the highest dose activation, usual class: activators. hit rate 0.19% among 320,000. AID 485349. […] A-T fibroblasts, KAP-1 phosphorylation AlphaLISA; neocarzinostatin DNA damage 30 min before lysis; also: potency is read from the fitted curve at half-maximal effect; % of control where 0% means no effect; nearly all actives have a fitted effect of over 45% in size
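ATM-like activity read as KAP-1 phosphorylation via AlphaLISA donor/acceptor antibody pairs after lysis and 6 hr at 25C. Cells were ATM-null patient fibroblasts ([…], hTERT), dosed 60 min, then exposed to the DSB inducer NCS for 30 min.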
Menin MLL FP TR = displaces Texas Red mutant MLL peptide from human menin; O00255; Menin + Texas Red MLL mutant peptide, fluorescence polarization; Potency, µM (top dose mostly 61.6 µM), without a hit: at the highest dose FP activity change, negative = inhibition, hits mostly inhibitors; hit rate 0.23% among 270,000; active = well fitted inhibition curve with a large enough effect in the polarisation, with a control signal flat, not every such curve was filed as active; inconclusive = small, poorly fitted or top-dose-only effect, or effect the other way, or a change in a side signal; inactive = no such curve, though single readings can be large or run the other way; the % refers to the polarisation; also: potency is read from the fitted curve at half-maximal effect; % of control where 0% means no effect; many of its hits are not listed in these tables
CXXC DNA block = inhibitors of human MLL CXXC domain-DNA interaction. Potency, µM (titrated, usually from 115 µM), for the others: top-dose activity change, negative = inhibition, usual class: inhibitors. hit rate 0.037% among 290,000. MLL-CXXC / FITC-HOXA9 DNA fluorescence polarization. AID 2662; active = well fitted inhibition curve with a large enough effect in the polarisation, with a control signal flat, not every such curve was filed as active; inconclusive = small, poorly fitted or top-dose-only effect, or effect the other way, or a change in a side signal; inactive = no such curve, though single readings can be large or run the other way; the % refers to the polarisation; also: potency is read from the fitted curve at half-maximal effect
Target sequence (Q03164 whole entry, looked up, the tested form may be a part): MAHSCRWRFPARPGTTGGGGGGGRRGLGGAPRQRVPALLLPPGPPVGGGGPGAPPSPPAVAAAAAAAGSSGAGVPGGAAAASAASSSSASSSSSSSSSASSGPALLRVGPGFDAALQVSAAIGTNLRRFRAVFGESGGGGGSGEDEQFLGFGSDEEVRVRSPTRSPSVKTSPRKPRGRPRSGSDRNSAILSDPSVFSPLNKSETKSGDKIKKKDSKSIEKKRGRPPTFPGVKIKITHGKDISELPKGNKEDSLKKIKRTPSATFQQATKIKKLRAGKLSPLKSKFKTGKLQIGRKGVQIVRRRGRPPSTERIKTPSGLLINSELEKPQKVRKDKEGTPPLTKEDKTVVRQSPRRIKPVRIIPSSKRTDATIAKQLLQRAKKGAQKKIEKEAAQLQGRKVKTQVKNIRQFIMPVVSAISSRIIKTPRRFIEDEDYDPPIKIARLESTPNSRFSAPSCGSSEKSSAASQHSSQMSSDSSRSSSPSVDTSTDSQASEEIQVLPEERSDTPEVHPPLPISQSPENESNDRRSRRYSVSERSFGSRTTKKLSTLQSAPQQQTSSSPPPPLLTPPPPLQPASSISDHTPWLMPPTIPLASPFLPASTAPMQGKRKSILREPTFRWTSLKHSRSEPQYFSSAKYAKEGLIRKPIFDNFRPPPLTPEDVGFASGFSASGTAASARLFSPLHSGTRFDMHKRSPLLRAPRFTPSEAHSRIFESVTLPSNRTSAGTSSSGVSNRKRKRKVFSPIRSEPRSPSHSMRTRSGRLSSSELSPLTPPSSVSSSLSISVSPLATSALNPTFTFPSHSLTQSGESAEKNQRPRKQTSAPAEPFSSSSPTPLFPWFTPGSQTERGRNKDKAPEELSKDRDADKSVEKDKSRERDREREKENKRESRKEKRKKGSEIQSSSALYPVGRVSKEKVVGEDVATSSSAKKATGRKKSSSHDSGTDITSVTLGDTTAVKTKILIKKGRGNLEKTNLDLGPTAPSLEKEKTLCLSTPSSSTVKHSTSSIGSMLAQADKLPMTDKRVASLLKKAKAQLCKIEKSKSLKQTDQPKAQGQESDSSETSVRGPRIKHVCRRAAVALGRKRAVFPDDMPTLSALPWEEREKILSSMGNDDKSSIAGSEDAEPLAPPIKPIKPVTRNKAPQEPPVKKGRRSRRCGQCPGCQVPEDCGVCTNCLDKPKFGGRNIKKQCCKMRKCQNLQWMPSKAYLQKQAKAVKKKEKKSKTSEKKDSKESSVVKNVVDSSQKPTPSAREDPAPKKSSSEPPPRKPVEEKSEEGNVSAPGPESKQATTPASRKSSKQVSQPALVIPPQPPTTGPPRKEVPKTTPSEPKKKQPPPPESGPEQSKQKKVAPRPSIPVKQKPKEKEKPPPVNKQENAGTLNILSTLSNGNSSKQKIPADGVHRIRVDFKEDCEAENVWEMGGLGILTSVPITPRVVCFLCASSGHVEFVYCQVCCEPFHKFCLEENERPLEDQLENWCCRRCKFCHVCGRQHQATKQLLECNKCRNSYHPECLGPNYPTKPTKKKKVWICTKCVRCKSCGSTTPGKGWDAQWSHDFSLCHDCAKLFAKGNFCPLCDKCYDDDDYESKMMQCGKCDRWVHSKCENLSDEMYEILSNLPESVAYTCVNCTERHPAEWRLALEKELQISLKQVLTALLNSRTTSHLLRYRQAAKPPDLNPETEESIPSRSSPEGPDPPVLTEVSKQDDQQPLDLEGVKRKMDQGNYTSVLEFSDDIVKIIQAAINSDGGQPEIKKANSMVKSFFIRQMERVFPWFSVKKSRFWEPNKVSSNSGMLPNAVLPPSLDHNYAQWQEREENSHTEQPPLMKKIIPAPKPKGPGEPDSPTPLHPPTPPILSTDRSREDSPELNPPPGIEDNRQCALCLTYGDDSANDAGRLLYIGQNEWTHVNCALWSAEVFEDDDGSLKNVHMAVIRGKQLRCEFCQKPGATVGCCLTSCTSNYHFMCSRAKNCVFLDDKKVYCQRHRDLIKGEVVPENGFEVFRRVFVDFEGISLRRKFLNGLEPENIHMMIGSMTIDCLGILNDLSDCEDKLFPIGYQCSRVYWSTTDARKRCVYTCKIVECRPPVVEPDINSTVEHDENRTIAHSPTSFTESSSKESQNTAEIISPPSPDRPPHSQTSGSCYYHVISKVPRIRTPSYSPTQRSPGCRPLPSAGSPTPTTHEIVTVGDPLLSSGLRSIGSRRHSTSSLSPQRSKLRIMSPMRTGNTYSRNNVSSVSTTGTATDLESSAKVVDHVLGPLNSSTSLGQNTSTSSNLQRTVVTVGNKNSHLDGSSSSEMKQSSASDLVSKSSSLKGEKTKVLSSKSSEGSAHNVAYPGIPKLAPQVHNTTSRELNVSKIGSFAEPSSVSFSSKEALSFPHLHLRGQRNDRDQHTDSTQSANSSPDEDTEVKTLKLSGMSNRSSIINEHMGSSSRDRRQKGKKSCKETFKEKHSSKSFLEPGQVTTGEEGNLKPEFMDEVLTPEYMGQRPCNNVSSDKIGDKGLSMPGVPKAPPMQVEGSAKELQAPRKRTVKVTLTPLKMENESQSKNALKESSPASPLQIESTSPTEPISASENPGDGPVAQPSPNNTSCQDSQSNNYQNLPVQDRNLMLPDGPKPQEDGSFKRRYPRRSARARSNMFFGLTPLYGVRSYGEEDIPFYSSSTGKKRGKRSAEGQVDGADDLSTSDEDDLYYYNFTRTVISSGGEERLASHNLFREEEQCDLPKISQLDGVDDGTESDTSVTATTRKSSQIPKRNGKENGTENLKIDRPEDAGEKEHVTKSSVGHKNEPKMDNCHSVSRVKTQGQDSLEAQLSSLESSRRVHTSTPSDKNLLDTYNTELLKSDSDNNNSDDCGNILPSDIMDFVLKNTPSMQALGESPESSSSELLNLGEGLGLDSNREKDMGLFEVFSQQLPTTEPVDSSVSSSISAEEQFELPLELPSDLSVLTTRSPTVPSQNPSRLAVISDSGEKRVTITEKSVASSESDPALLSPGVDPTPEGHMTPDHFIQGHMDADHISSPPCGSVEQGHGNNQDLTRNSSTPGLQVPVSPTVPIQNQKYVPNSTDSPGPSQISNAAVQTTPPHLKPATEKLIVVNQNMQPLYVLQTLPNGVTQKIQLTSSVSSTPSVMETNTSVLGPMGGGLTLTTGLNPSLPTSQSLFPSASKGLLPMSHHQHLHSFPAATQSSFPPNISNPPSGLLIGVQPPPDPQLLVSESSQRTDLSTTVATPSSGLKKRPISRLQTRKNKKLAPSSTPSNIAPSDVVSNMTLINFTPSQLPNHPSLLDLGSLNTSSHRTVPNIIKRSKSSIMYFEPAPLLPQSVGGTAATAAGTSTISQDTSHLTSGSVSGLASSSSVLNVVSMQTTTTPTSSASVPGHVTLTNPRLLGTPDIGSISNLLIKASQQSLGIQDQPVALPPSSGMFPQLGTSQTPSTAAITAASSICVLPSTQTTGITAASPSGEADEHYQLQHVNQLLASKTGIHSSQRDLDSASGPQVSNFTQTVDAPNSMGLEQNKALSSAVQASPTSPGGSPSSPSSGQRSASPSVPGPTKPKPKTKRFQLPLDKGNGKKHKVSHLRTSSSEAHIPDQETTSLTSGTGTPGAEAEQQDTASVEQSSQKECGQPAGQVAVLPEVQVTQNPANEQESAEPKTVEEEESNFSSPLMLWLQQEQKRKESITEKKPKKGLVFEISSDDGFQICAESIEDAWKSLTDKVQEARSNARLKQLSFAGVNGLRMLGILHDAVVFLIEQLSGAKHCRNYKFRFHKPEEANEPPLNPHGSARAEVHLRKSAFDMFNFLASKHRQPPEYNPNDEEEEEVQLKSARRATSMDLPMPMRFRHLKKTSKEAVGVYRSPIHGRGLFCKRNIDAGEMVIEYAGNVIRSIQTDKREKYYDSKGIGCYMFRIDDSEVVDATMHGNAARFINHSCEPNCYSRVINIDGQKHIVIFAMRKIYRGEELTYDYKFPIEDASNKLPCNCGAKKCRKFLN
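Steps: dispense CXXC domain solution (7 uM) → pin compounds or unlabeled HOX-A9 DNA control → 5 min ambient → add FLSN-HOX-A9 solution (50 nM) → spin → 30 min ambient → fluorescence polarization. Tris pH 7.5/NaCl/DTT/BSA buffer.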
Integrin act MD = integrin-mediated muscular dystrophy alleviation activation | alpha7betagal myoblasts, beta-gal FDG fluorescence, 48 h | Potency, µM (doses to about 38.3 µM), for the others: top-dose activation, hits mostly activators | hit rate 0.064% among 350,000;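 also: potency is read from the fitted curve at half-maximal effect; 100% = response of the positive control SU9516; nearly all actives have a fitted effect of over 60% in size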
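alpha7betagal+/- myoblasts (passage 13, 250/well) treated 48 h at 37C with compounds at 1:260 dilution of DMSO stock. Lysed, then beta-galactosidase activity read as FDG fluorescence (ex 480/em 540) after 30 min, with pre-read for autofluorescence.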
Mito fusion act = mitochondrial division inhibition or fusion activation | S. cerevisiae fusion-defective mutant growth rescue, CellTiterGlo 48 h | Potency, µM (highest dose often 46.1 µM), without a hit: at the highest dose growth rescue (activation), most hits filed as activators | hit rate 0.23% among 320,000;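 also: potency is read from the fitted curve at half-maximal effect; % of control where 0% means no effect; nearly all actives have a fitted effect of over 45% in size; temperature-sensitive fusion mutants such as fzo1-1 at 37 °C on non-fermentable ethanol glycerol medium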
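Read-out: ATP-based luminescence (CellTiterGlo, 10 min ambient) reporting growth of fusion-defective ts yeast after 48 hours at 37C on glycerol/ethanol YPEG medium in the presence of compound.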
* marks the source's active call; other numbers are inactive results; u = inconclusive; x = not tested or not shown; [ ] = dose if it differs, or a comment. Unless noted, calls follow the shape of the dose curve; as a rule, active = well fitted curve in the direction sought with a large enough effect; inconclusive = small, poorly fitted or top-dose-only effect, or another doubt; inactive = no such curve, though single readings can be large; an effect the other way counts as inactive or inconclusive. Only part of the results is shown (hit frequency here may not be typical).

SMILES	ASM inhibitor	MBNL1-CUG inh	PTAP TSG101 blk	TSHR antagonist	TCR act	AT treatment	Menin MLL FP TR	CXXC DNA block	Integrin act MD	Mito fusion act
COc1ccc(-c2nc(CS(=O)CC(=O)NC3CCCC3)c(C)o2)cc1OC (stereo not drawn)	-1%	-1%	-6%	8	-3%	0%	x	10%	-40%	-5%
CN(C(=O)c1ccc(NC(=O)Cc2ccc(NC(=O)C3CCCN(C(=O)c4ccccc4)C3)cc2)cc1)C1CC1 (stereo not drawn)	1%	x	-3%	27	-2%	-2%	x	x	0%	7%
CCCN(CC(=O)Nc1ccccc1OC)C(=O)C1CCCC1	5%	x	2%	1	3%	2%	x	x	26%	-1%
O=S(=O)(c1ccc2c(c1)OCCO2)N1CCC(O)(c2ccc(Cl)cc2)CC1	-4%	-4%	-9%	-30	16%	-12%	19%	10%	14%	22%
CCOC(=O)N1CCN(S(=O)(=O)c2cc(Br)cc3c2N(C(=O)CC)CC3)CC1	0%	0%	-5%	-2	-10%	4%	12%	-6%	-16%	-1%
CCCn1c(=O)c(C(=O)NCc2ccc(OC)c(OC)c2)c(O)c2ccccc21	-1%	-4%	-3%	-2	-13%	5%	7%	4%	-19%	11%
O=C(NCc1ccccc1)c1ccc(Br)cc1Br	-3%	-9%	-2%	28	-3%[46.1 µM]	-1%	-5%	u	5%	5%
C=CCn1cnc2c(c1=O)c1nc3ccccc3nc1n2/N=C/c1cccc(OC)c1OC	-2%	19%	-11%	3	2%	-4%	1%	5%	4%	0%
C=CCNc1nc(C(=O)OCC(=O)c2ccc(Cl)cc2)cs1	-5%	x	0%	19	7%	0%	x	x	7%	15%
O=C(CCC(=O)OCC(=O)c1ccccc1)NC1CCCCC1	0%	-2%	1%	2	9%	-6%	0%	4%	-5%	-2%
Cc1cc(C)n(CC(O)Cn2cnc3c2c(=O)n(C)c(=O)n3C)n1 (stereo not drawn)	-3%	-10%	-1%	-8	-5%[46.1 µM]	4%	7%	-1%	-14%	0%
Cc1ccccc1NC(=O)CN1CCC(C(=O)c2ccc3c(c2)OCCO3)CC1	0%	3%	0%	-8	-4%	2%	3%	-1%	0%	-31%
CC/C(=N\NC(=S)NC(C)C)c1ccc(OC)c(OC)c1	-3%	-3%	2%	1	7%	3%	8%	1%	-16%	-2%
CCn1c2ccccc2c2cc(NC(=O)CSc3nccc(=O)[nH]3)ccc21	10%	0%	-7%	-19	x	-11%	u	-6%	7%	-12%
CCC(=O)NCCn1ccc2ccccc21	8%	1%	-6%	2	9%	3%	8%	0%	-16%	-1%
Cc1ccc(S(=O)(=O)N(C)CCCC(=O)N2CCCCC2)cc1	6%	-4%	-6%	3	1%	-8%	-6%	-3%	-10%	5%
CCn1c(SCC(=O)Nc2nccs2)nnc1-c1ccc(S(=O)(=O)N2CCCCC2)cc1	1%	-3%	-11%	-11	3%	1%	-5%	-7%	-40%	1%
O=C(NCc1cccc(OC(F)(F)F)c1)C1CCC(=O)N(Cc2cccc(F)c2)C1 (stereo not drawn)	1%	-2%	-5%	-11	-4%	2%	7%	10%	5%	-7%
O=C(CN1CCN(S(=O)(=O)c2ccc(F)c(Cl)c2)CC1)N1CCc2ccccc21	0%	x	-2%	-7	-1%	-6%	x	x	-8%	16%
CCOc1ccc(/C=C/C(=O)Oc2ccc(OC)cc2)cc1	17%	-4%	-4%	-25	x	48%	-5%	-21%	5%	-5%
CSc1ccc(NC(=O)C(C)N2CCN(C)CC2)cc1 (stereo not drawn)	0%	1%	-6%	18	5%	-9%	-9%	1%	4%	2%
O=C(OCC(=O)N1CCOCC1)c1ccc(Cl)nc1	-1%	-9%	-4%	3	-2%	-4%	-1%	-3%	17%	-1%
C#CCn1c(=NC(=O)c2ccco2)sc2cccc(Cl)c21	-1%	19%	-3%	-16	-1%	8%	x	-4%	-10%	3%
CN(C)CCCNC(=O)COc1ccc(Br)cc1Cl	6%	x	-6%	14	-4%[46.1 µM]	1%	18%	6%	-34%	-2%
O=C(N/C(=C\c1ccccc1)C(=O)N1CCOCC1)c1ccccc1Br	2%	1%	1%	6	8%	1%	-6%	-1%	-13%	-4%
COCCn1nnnc1CN(CCc1ccccc1)Cc1cc2ccc(C)cc2[nH]c1=O	-5%	18%	-2%	-8	-3%	-1%	u	7%	8%	5%
CCCn1nc(NC(=O)C(C)C)c2cc3cc(OC)ccc3nc21	367%[activator]	16%	1%	-19	-2%	u	21%	3%	10%	4%
O=C(NNS(=O)(=O)c1ccccc1)C(O)(c1ccccc1)c1ccccc1	-2%	-10%	-1%	7	-3%[46.1 µM]	-10%	17%	-3%	2%	8%
CN/C(=C/[N+](=O)[O-])NCCSCc1ccc(CN(C)C)o1	6%	14%	-4%	-6	1%	9%	-7%	1%	x	-1%
O=C(Cc1ccccc1)Nc1ccccc1CO	0%	-5%	-3%	12	1%	x	-10%	-3%	12%	6%
Cc1nn(-c2ccccc2)c(Cl)c1/C=N/NC(=O)c1ccc(CNc2ccccc2)o1	-3%	5%	-7%	0	-1%[46.1 µM]	5%	4%	4%	14%	-14%
Clc1ccc(SCc2cc(-c3ccccc3)on2)cc1	-5%	-3%	-1%	-27	3%	6%	0%	-2%	-6%	0%
O=C(c1ccc([N+](=O)[O-])o1)N(Cc1nnc(-c2ccccc2Cl)o1)C1CC1	5%	x	-3%	-1	8%	4%	x	x	-21%	-3%
Cc1ccc(CS(=O)(=O)CCC(=O)NCc2cccs2)cc1	-1%	-5%	-3%	10	-23%	-1%	24%	-5%	4%	6%
COc1ccc(S(=O)(=O)C(C#N)c2nc3ccccc3nc2N2CCCCC2)cc1 (stereo not drawn)	93%[activator]	17%	-11%	-7	4%	13%	u	-5%	-1%	10%
CC(=O)c1ccc(N2CCN(C3CCC(C(C)(C)C)CC3)CC2)cc1 (stereo not drawn)	4%	157%[activator]	-1%	-8	3%	0%	u	-2%	-26%	-3%
N=c1oc2ccccc2cc1-c1nc(-c2ccc(Cl)cc2)cs1	422%[activator]	6%	-1%	-4	0%[46.1 µM]	9%	x	0%	-9%	0%
COc1cccc(C(=O)Nc2cccc(-c3ccc(N4CCOCC4)nn3)c2)c1	x	x	-4%	-12	3%	4%	x	x	-27%	-2%
COc1ccccc1C(=O)C1CCCN(Cc2cccc(OCCO)c2)C1 (stereo not drawn)	3%	2%	0%	-3	-1%	5%	2%	-6%	-16%	-5%
N#Cc1ccc(-c2csc(-c3ccno3)n2)cc1	1%	25%	-4%	-5	4%	8%	x	0%	5%	-5%
CCCc1cc(C(=O)Nc2cccnc2)no1	1%	-12%	-4%	3	1%	-16%	-7%[11.7 µM]	11%	20%	9%
NS(=O)(=O)c1ccc(NC(=O)COC(=O)c2cn(-c3ccccc3)nc2-c2ccc(F)cc2)cc1	-2%	24%	0%	1	1%[46.1 µM]	0%	u	7%	-21%	-7%
COc1cc(C#Cc2c(-c3ccccc3OC)oc3ccccc23)cc(OC)c1	151%[activator]	x	4%	6	0%	15%	x	x	3%	-15%
O=C(COc1cccc2c1CCN(Cc1ccccc1F)C2=O)N1CCOCC1	x	2%	x	-7	x	4%	-6%	-1%	x	1%
O=C(COc1cccnc1[N+](=O)[O-])NCCc1ccc(Cl)cc1Cl	1%	31%[activator]	-2%	-3	0%	-2%	-3%	5%	11%	6%
O=C(CN(C(=O)Cn1nnc(-c2ccccc2F)n1)c1cnc2ccccc2c1)NCC1CCCO1 (stereo not drawn)	-2%	5%	-4%	9	0%	8%	-6%	9%	2%	-3%
COc1ccc(N2CCN(C(=O)c3ccc(NS(=O)(=O)c4cccs4)cc3)CC2)cc1	-5%	-11%	-7%	-18	-3%	-3%	25%	5%	1%	11%
Cc1c(S(=O)(=O)NCCc2ccccc2)c(=O)n(C)c(=O)n1C	1%	-12%	-6%	4	11%	10%	x	-6%	-1%	0%
CCC(C)NCCCCOc1ccc(Cl)cc1C (stereo not drawn)	0%	-13%	-1%	19	2%[46.1 µM]	2%	-7%	9%	-48%[inhibitor]	-10%
Cc1[nH]n(-c2ccccc2)c(=S)c1C=Nc1cccc([N+](=O)[O-])c1	-3%	u	-2%	-3	3%	-11%	9%	-19%	-10%	-4%
